APOBEC3A inh – inhibitors of human APOBEC3A DNA deaminase; recombinant A3A, FAM/TAMRA ssDNA deamination fluorescence; inhibition, % at 20 µM; 0.41% of 330,000 active;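 active = at least 40% inhibition at 20 µM here, with at most 30% in a related deaminase screen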;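 also: plate controls were A3A with DMSO for no effect and wells lacking A3A enzyme for full effect; some results filed as inactive read as strong as hits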
Target sequence (P31941 whole entry, looked up): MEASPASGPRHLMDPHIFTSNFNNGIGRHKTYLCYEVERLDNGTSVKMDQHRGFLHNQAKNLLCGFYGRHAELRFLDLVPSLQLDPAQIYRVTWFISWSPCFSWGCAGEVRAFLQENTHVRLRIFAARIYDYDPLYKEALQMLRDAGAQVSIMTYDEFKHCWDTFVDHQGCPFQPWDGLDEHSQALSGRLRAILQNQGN
A3G deaminase – inhibitors of human APOBEC3G DNA deaminase. recombinant A3G, ssDNA deamination FAM/TAMRA fluorescence. inhibition, % at 20 µM. 0.28% of 330,000 active;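 active = inhibition of at least 40% at 20 µM, with no more than 30% in the related APOBEC3A deaminase screen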;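 also: plate controls were DMSO wells with A3G for no effect and wells lacking A3G enzyme for full effect; some compounds called inactive have numbers as strong as hits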
Target sequence (Q9HC16 whole entry, looked up): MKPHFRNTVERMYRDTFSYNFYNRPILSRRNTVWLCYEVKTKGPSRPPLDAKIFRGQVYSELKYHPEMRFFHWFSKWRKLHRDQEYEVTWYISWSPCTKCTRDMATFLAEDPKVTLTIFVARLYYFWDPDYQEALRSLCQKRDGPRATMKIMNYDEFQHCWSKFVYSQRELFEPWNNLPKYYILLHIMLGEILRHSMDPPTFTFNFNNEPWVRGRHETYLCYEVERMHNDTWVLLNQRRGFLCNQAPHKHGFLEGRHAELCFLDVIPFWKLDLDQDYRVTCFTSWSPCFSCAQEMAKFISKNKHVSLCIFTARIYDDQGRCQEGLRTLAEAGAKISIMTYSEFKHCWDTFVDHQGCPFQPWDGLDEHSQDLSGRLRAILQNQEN
CXCR6 block – inhibitors of human CXCR6 receptor; O00574; CHO-K1 PathHunter CXCR6 beta-arrestin, luminescence; inhibition, % at 20 µM; 0.36% of 360,000 active; AID 602244; in the data active = inhibition above about 34%, passing the limit was not always enough;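 also: antagonist mode with CXCL16 agonist at 10 nM final; 0% = 10 nM CXCL16 with DMSO and 100% = unstimulated wells without agonist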
NR3A LBD binder – modulates the human NR3A ligand-binding domain. NR3A LBD differential scanning fluorimetry, Tm shift; 0% = protein alone, 100% = glycine-bound protein. Tm shift relative to glycine control, % at 25 µM. 2.5% of 340,000 active;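 active = melting temperature shift of at least 10% of the positive control shift, at one fixed dose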
MPTP block – blocks calcium-induced mitochondrial swelling; isolated mouse mitochondria, Ca2+ swelling absorbance, 30 min; inhibition, % at 10 µM; 1.4% of 360,000 active; AID 602449;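 active = inhibition of 50% or more, scaled per plate between neutral and stimulator controls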;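 also: 0% = DMSO wells given calcium and 100% = 1 mM EGTA wells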
CCR6 antag – antagonists of human CCR6 receptor. P51684. CHO-K1 CCR6 PathHunter beta-arrestin, luminescence, CCL20-stimulated. inhibition, % at 20 µM. 0.49% of 340,000 active. AID 493098;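 active = compounds whose inhibition of the agonist-driven luminescence signal at 20 µM reaches about 50%, limit read from the data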;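 also: cells stimulated with CCL20 at 14 nM final; plate controls were DMSO with CCL20 for no effect and DMSO without agonist for full effect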
Target sequence (P51684 whole entry, looked up): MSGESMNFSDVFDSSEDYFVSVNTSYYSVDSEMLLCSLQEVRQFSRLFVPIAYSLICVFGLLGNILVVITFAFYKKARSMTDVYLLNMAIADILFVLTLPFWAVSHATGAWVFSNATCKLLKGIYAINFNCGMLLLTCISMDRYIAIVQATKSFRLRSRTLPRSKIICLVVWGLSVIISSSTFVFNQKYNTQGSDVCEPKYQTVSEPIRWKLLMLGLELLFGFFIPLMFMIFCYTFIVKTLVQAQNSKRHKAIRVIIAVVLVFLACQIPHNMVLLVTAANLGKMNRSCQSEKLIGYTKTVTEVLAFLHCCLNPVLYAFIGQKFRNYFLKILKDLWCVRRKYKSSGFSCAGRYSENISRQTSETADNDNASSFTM
EBI2 antag – blocks human EBI2 receptor beta-arrestin signaling. inhibition, % at 5 µM. P32249. EBI2 beta-arrestin recruitment, luminescence, 7a,25-OHC stimulated. 0.81% of 360,000 active; in the data active = inhibition above about 38%;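 also: enzyme fragment complementation signal reports receptor beta-arrestin coupling in cells; 0% = agonist plus DMSO wells and 100% = wells without agonist; some results beyond the cut were filed as inactive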
Gli-Sufu antag – Gli-Sufu pathway antagonism | inhibition, % at 5 µM | 0.74% of 340,000 active | Sufu-KO-LIGHT fibroblasts, Gli luciferase reporter luminescence;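 active = inhibition above about 55%, limit read from the data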;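 also: 0% = DMSO-treated cells and 100% = wells with medium but no cells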
* marks the source's active call; other numbers are inactive results; x = no result given; & = joins results of further samples.

1: C#CCOCCOCCOCCNc1nc(N2CCOCC2)nc(N2CCN(C(=O)[C@H](CCC(=O)O)n3cc(C(N)Cc4ccc(O)cc4)nn3)CC2)n1 (some centres undefined)
2: O=C(NCc1ccccc1)/C(=C\c1ccc([N+](=O)[O-])cc1)NC(=O)c1ccco1
3: CCCCOc1cccc(C(=O)Nc2ccccc2N2CCCC2)c1
4: O=C(c1cccs1)N1CCC(c2nc3c(nnn3Cc3ccccc3)c(=O)[nH]2)CC1
5: CC1(C)CC(=O)C2=C(C1)Nc1ccccc1NC2c1nc2ccccc2[nH]1 (centres undefined)
6: CCN(c1ccccc1)S(=O)(=O)c1cccc(C(=O)N(C)CC(=O)Nc2ccc(F)c(F)c2F)c1

Screen / compound no.	1	2	3	4	5	6
APOBEC3A inh	-3	-7	0	-5	1	x
A3G deaminase	-19	-4	-3	-6	7	x
CXCR6 block	-4	0	1	8	5	-5
NR3A LBD binder	0	-2	-1	10	-1	0
MPTP block	0.1	1.0	-0.1	-1.1	-0.7	0.0
CCR6 antag	-5	-10	23	7	2	9
EBI2 antag	-3	-1	18	-11	-9	10
Gli-Sufu antag	5	-19	13	0	6	5

7: CC(C)CCNC(=O)CN(CCCN1CCOCC1)C(=O)Cn1nnc(-c2ccc(F)cc2)n1
8: COc1ccc2c(c1)[nH]c1c(N3CCN(Cc4ccc5c(c4)OCO5)CC3)ncnc12
9: CCOC(=O)c1cnc[nH]c1=O
10: CC(=O)NC(Cc1ccc(F)cc1)C(=O)NC1CCN(c2nnnn2-c2ccccc2)CC1 (centres undefined)
11: Cc1cc(C)cc(-n2nnc(C(=O)NCc3ccc(Cl)cc3)c2N)c1
12: Cc1ccc(-n2ncc(C(=O)N3CCN(C(=O)c4ccco4)CC3)c2C2CCN(C(=O)OC(C)(C)C)CC2)cc1C

Screen / compound no.	7	8	9	10	11	12
APOBEC3A inh	10	-1	x	1	-2	-4
A3G deaminase	-8	-8	x	0	-2	-5
CXCR6 block	6	-14	-1	0	1	8
NR3A LBD binder	-1	-10	1	-6	32*	-7
MPTP block	-0.3	88*	0.9	1.3	0.0	0.0
CCR6 antag	-9	-2	-2	-4	14	9
EBI2 antag	-7	10	-6	1	28	9
Gli-Sufu antag	-3	52	2	-14	-1	-20

13: CCN(CC1COc2ccccc2O1)C(=O)CN1C(=O)NC(C)(c2ccc(C)cc2)C1=O (centres undefined)
14: C[C@H](CO)N1C[C@H](C)[C@@H](CN(C)C(=O)NC2CCCCC2)Oc2ccc(NC(=O)C3CCCCC3)cc2C1=O
15: COc1ccc(NC(=O)CSc2nnc3ccc(-c4cccnc4)nn23)cc1
16: Cc1cc(-c2n[nH]c(=S)n2/N=C/c2ccc(Br)s2)n[nH]1
17: CCCCN(CCCNC(=O)CN1C(=O)COc2ccccc21)c1ccccc1
18: CCC1=NN(C(=O)Cc2ccc([N+](=O)[O-])cc2)C(O)(c2ccc(Br)cc2)C1 (centres undefined)

Screen / compound no.	13	14	15	16	17	18
APOBEC3A inh	3	-2	2	-4	1	0
A3G deaminase	12	-9	8	40	-3	2
CXCR6 block	2	-1	1	2	0	9
NR3A LBD binder	1	1	0	1	0	-14
MPTP block	-0.2	0.2	-0.6	-0.2	3.1	1.4
CCR6 antag	3	9	2	7	-1	24
EBI2 antag	7	-10	-2	-4	4	8
Gli-Sufu antag	-5	16	-8	1	7	3

19: CCOC(=O)CC(NC(=O)c1cc2ccccc2oc1=O)c1cccc([N+](=O)[O-])c1 (centres undefined)
20: CCOC(=O)C1CCCCN1Cc1cc(Cl)ccc1O (centres undefined)
21: CC(C)C(=O)N1CCN(c2nc3ccc(Cl)cc3s2)CC1
22: COc1ccc(-c2cc(=O)c3c(O)cc(O)cc3o2)cc1
23: NCCSc1c(-c2ccc(F)cc2)[nH]c2ccccc12
24: CC(C)OC(=O)c1ccc(N2CCN(c3ccc(F)cc3)CC2)nc1

Screen / compound no.	19	20	21	22	23	24
APOBEC3A inh	5	-2	-5	1	4	-4
A3G deaminase	3	-6	-7	2	-2	-7
CXCR6 block	6	9	-1	5	-3	-7
NR3A LBD binder	-6	0	3	0	0	2
MPTP block	0.4	1.3	-2.2	3.7	1.9	1.8
CCR6 antag	3	9	5	10	-9	9
EBI2 antag	3	1	5	11	-9	3
Gli-Sufu antag	1	7	-82	-23	10	12

25: C=C[C@]1(C)C[C@@H](OC(=O)CSCCN(CC)CC)[C@]2(C)C(C)CC[C@]3(CCC(=O)[C@H]32)[C@@H](C)[C@@H]1O (some centres undefined)
26: Cc1ccc(OCCNC(=O)c2cc(=O)[nH]c3ccccc23)cc1
27: CN(Cc1ccccc1)C(=O)COc1ccc(Br)cc1Cl
28: CC(C)(C)OC(=O)N1CCCN(C(=O)Nc2ccc(C(F)(F)F)cc2)CC1
29: COCCNC(=O)Cn1nc(C(F)(F)F)c(Cl)c1C
30: O=C(O)C1C2CC3C(OC(=O)C31)C2Cl (centres undefined)

Screen / compound no.	25	26	27	28	29	30
APOBEC3A inh	0&1	2	0	3	-4	1
A3G deaminase	0&-2	-7	-6	5	-10	0
CXCR6 block	9&3	-4	3	-4	-6	0
NR3A LBD binder	1&0	0	-1	-1	-2	-5
MPTP block	-0.3&-0.4	0.1	0.4	2.0	-0.4	4.5
CCR6 antag	12&6	2	9	3	28	-2
EBI2 antag	6&-3	10	25	8	6	-6
Gli-Sufu antag	-12	-4	-5	-3	-1	1

31: O=C(COC(=O)CNC(=O)c1ccccc1)Nc1ccc(F)c([N+](=O)[O-])c1
32: COc1ccccc1C(=O)Nc1ccc(C(=O)c2ccccc2)cc1
33: CCOC(=O)/C=C1\SCC(=O)N1CC(=O)NC12CC3CC(CC(C3)C1)C2
34: Cc1ccc2c(c1)C(=O)CC(c1ccc3c(c1)OCCO3)O2 (centres undefined)
35: Cc1ccc(S(=O)(=O)N(C)CC(=O)Nc2ccncc2)cc1
36: CC(C)n1cc(C(N)=S)c(=O)n(Cc2ccccc2)c1=O

Screen / compound no.	31	32	33	34	35	36
APOBEC3A inh	-3	-1	-2	-2	4	-5
A3G deaminase	-7	-3	-2	-5	1	-6
CXCR6 block	-1	3	-5	8	0	4
NR3A LBD binder	13*	-15	1	1	0	0
MPTP block	0.1	-0.7	1.3	0.3	12	0.1
CCR6 antag	2	6	-8	20	-6	8
EBI2 antag	-3	2	4	-2	-8	2
Gli-Sufu antag	-10	-40	13	-7	2	11

37: CCCCc1nnc(NC(=O)C=C(C)C)s1
38: CN(CC(=O)O/N=C(\N)c1ccccn1)S(=O)(=O)c1cc(Cl)ccc1Cl
39: O=C(CN1NS(=O)(=O)c2ccccc2C1=O)Nc1ccccc1OC(F)F
40: COc1ccc(CCN2CC(C(=O)N(C)CCc3cn[nH]c3)CCC2=O)cc1 (centres undefined)
41: CS(=O)(=O)N1CCN(c2cnn(-c3ccccc3)c(=O)c2Cl)CC1
42: COc1ccc(CN(C(=O)c2cc(=O)c3cc(C)cc(C)c3o2)C2CCS(=O)(=O)C2)cc1 (centres undefined)

Screen / compound no.	37	38	39	40	41	42
APOBEC3A inh	-1	-2	2	-8	4	-2
A3G deaminase	-1	-5	2	-8	-12	-5
CXCR6 block	2	-7	7	-2	-5	4
NR3A LBD binder	-2	-1	-4	2	1	0
MPTP block	1.2	-1.5	1.0	-0.2	-0.1	0.8
CCR6 antag	-5	-13	-3	12	-11	0
EBI2 antag	-4	-5	2	-12	-5	-9
Gli-Sufu antag	3	5	-16	2	-8	3

43: CCc1ccc(NC(=O)CSc2nnc(-c3cnccn3)n2C)cc1
44: C=CCOC(=O)C(C#N)c1nc2ccccc2nc1N1CCN(Cc2ccccc2)CC1 (centres undefined)
45: O=C(OCC(=O)N1CCN(C(=O)c2ccco2)CC1)c1ccc(Cl)nc1
46: Cn1c(=O)c2c(SCC(=O)N3CCCc4ccccc43)nc(C3CC3)nc2n(C)c1=O
47: CC(C)Oc1cccc(C(=O)C2CCCN(C(=O)c3ccc4c(c3)OCO4)C2)c1 (centres undefined)
48: Cc1ccc(OCCOC(=O)c2sc(=S)n(C)c2C)cc1

Screen / compound no.	43	44	45	46	47	48
APOBEC3A inh	-2	-5	0	4	-4	0
A3G deaminase	-1	-6	-4	1	-4	-2
CXCR6 block	3	22	7	12	4	9
NR3A LBD binder	2	-1	-3	-5	-1	-1
MPTP block	-1.0	-1.8	-0.3	-0.6	-1.0	0.2
CCR6 antag	10	27	1	2	7	32
EBI2 antag	2	33	-5	-18	-2	13
Gli-Sufu antag	-5	4	3	14	7	-2

In a second layout: results already given.
No. | canonical_smiles | APOBEC3A inh | A3G deaminase | CXCR6 block | NR3A LBD binder | MPTP block | CCR6 antag | EBI2 antag | Gli-Sufu antag
34 | Cc1ccc2c(c1)C(=O)CC(c1ccc3c(c1)OCCO3)O2 (centres undefined) | -2 | -5 | 8 | 1 | 0.3 | 20 | -2 | -7
35 | Cc1ccc(S(=O)(=O)N(C)CC(=O)Nc2ccncc2)cc1 | 4 | 1 | 0 | 0 | 12 | -6 | -8 | 2
36 | CC(C)n1cc(C(N)=S)c(=O)n(Cc2ccccc2)c1=O | -5 | -6 | 4 | 0 | 0.1 | 8 | 2 | 11
37 | CCCCc1nnc(NC(=O)C=C(C)C)s1 | -1 | -1 | 2 | -2 | 1.2 | -5 | -4 | 3
38 | CN(CC(=O)O/N=C(\N)c1ccccn1)S(=O)(=O)c1cc(Cl)ccc1Cl | -2 | -5 | -7 | -1 | -1.5 | -13 | -5 | 5
39 | O=C(CN1NS(=O)(=O)c2ccccc2C1=O)Nc1ccccc1OC(F)F | 2 | 2 | 7 | -4 | 1.0 | -3 | 2 | -16
40 | COc1ccc(CCN2CC(C(=O)N(C)CCc3cn[nH]c3)CCC2=O)cc1 (centres undefined) | -8 | -8 | -2 | 2 | -0.2 | 12 | -12 | 2
41 | CS(=O)(=O)N1CCN(c2cnn(-c3ccccc3)c(=O)c2Cl)CC1 | 4 | -12 | -5 | 1 | -0.1 | -11 | -5 | -8
42 | COc1ccc(CN(C(=O)c2cc(=O)c3cc(C)cc(C)c3o2)C2CCS(=O)(=O)C2)cc1 (centres undefined) | -2 | -5 | 4 | 0 | 0.8 | 0 | -9 | 3
43 | CCc1ccc(NC(=O)CSc2nnc(-c3cnccn3)n2C)cc1 | -2 | -1 | 3 | 2 | -1.0 | 10 | 2 | -5
44 | C=CCOC(=O)C(C#N)c1nc2ccccc2nc1N1CCN(Cc2ccccc2)CC1 (centres undefined) | -5 | -6 | 22 | -1 | -1.8 | 27 | 33 | 4
45 | O=C(OCC(=O)N1CCN(C(=O)c2ccco2)CC1)c1ccc(Cl)nc1 | 0 | -4 | 7 | -3 | -0.3 | 1 | -5 | 3
46 | Cn1c(=O)c2c(SCC(=O)N3CCCc4ccccc43)nc(C3CC3)nc2n(C)c1=O | 4 | 1 | 12 | -5 | -0.6 | 2 | -18 | 14

(next part)
49: C[C@@H](C(=O)NCc1ccc(S(C)(=O)=O)cc1)[C@@H]1C[C@@]1(C)[C@@H](NC(=O)OCc1ccccc1)c1ccccc1
50: COc1ccc(C(=O)Nc2cc3c(cc2N2CCCCC2)n(C)c(=O)n3C)cc1OC
51: CCN1C[C@@H]2[C@@H]3C(=O)N(C)C(=O)[C@@H]3[C@](CC)(C1=O)N2C(=O)c1ccc(C(C)(C)C)cc1
52: O=C(Cn1ccc2ccccc2c1=O)NCC(=O)N1CCN(c2ccccc2F)CC1
53: O=C(N/N=C/c1cccnc1)c1ccc2ccccc2c1O
54: O=C(Nc1ccccc1OC(=O)c1ccccc1)c1ccccc1
55: CCOc1ccc(-c2nc(CCl)cs2)cc1OC
56: CC(OC(=O)c1ccccc1NCCO)C(=O)Nc1ccc(S(=O)(=O)N2CCOCC2)cc1 (centres undefined)

Screen / compound no.	49	50	51	52	53	54	55	56
APOBEC3A inh	0	-3	-3	-2	-3	x	3	4
A3G deaminase	-4	-4	-5	-7	0	x	-5	2
CXCR6 block	1	2	-7	-5	-11	-8	-7	14
NR3A LBD binder	-2	-3	2	-5	-3	-2	-2	-2
MPTP block	-2.5	-1.7	0.5	-1.0	-1.5	-1.4	-0.9	0.7
CCR6 antag	12	13	2	8	11	11	-14	8
EBI2 antag	4	12	-14	-5	-1	2	-3	0
Gli-Sufu antag	-3	26	-7	-23	-6	4	-8	9
